Compound activity as filed in PubChem.
ERK EGF inh: qHTS Assay for Inhibitors of the ERK Signaling Pathway using a Homogeneous Screening Assay; Stimulation with EGF; AID 1454, 2008; Potency, µM (doses to about 11.5 µM), without a hit: at the highest dose activity change, negative = inhibition, most hits filed as inhibitors; HEK293-V1b, EGF-stimulated phospho-ERK AlphaScreen; 0.41% of 130,000 active; active = well fitted inhibition curve with a large enough effect; inconclusive = small, poorly fitted or top-dose-only effect, or effect the other way;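 note: plate controls were stimulated vehicle wells for no effect and unstimulated vehicle basal for full effect; nearly all actives have a fitted effect of over 55% in size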
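Homogeneous cell-based phospho-ERK assay: HEK293/V1b cells in 1% FBS, compound 30 min then EGF 5 min, AlphaScreen luminescence. Activity normalized between DMSO and 25 nM EGF controls; AC50 from Hill modelling.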
The depositor's hits bear a star; ? = inconclusive; [ ] = dose if it differs, or a comment. Potency is the fitted concentration of half-maximal effect.

SMILES	ERK EGF inh
COc1ccc(C2=NN(c3nc(C)cc(C)n3)C(=O)C2)cc1	-1%
CN(C)S(=O)(=O)N1CCCC(C(=O)c2ccc(-c3ccccc3)c(F)c2)C1 (configuration not stated)	5%
CCN(CC)C(=O)CSc1nnc2nnc3cc(C)ccc3n12	-2%[57.5 µM]
Oc1ccc(/C=N/NC(=S)N/N=C/c2ccc(O)cc2)cc1	28%
CCN(NC(=O)C(O)(c1ccccc1)c1ccccc1)C(=O)c1ccccc1	-9%
CCCCNC(=O)c1cc(C)nc2ccccc12	12%[57.5 µM]
O=C(c1ccoc1)N1CCC(CO)(CCc2ccccc2)CC1	-19%[57.5 µM]
Clc1cccc(-c2cc3nc4c(c(N5CCN(c6cnccn6)CC5)n3n2)CCCC4)c1	7%
Cc1cc(NC(=O)CSc2nc3cc(C(=O)NCCCOC(C)C)ccc3c(=O)n2Cc2ccco2)no1	5%
CC(C)(C)C(=O)COC(=O)CCc1nc2ccccc2[nH]c1=O	-3%
Nc1cc(N2CCOCC2)c(Cl)cc1[N+](=O)[O-]	5%
Cc1cc(C)c(C(=O)COC(=O)c2cccnc2Cl)c(C)c1	-11%
COc1ccc([N+](=O)[O-])c2c1CCN2C(=O)CC[C@H](N)C(=O)O	5%
O=C(Cn1cnc2c(cnn2-c2ccc(Cl)cc2)c1=O)N1CCN(c2ccccc2)CC1	-4%
CC(C)(C)CC(C)(C)c1ccc(O)c(Cc2ccc(Cl)cc2Cl)c1	?
CCOc1ccc(-n2nnc3c(=O)n(CC(=O)N4CCCc5ccccc54)cnc32)cc1	-2%
Cc1cccc(NC(=O)c2c(-c3ccccc3)noc2C)n1	0%
NC(=O)N/N=C/C=C/c1ccccc1	2%
Cc1nnc(Cl)c2nn(-c3ccccc3)c(C)c12	9%
Cc1ncoc1C(=O)N1CCCC(C(=O)c2ccc(-c3ccccc3)c(F)c2)C1 (configuration not stated)	-23%[57.5 µM]
CN1CCC(OC(=O)c2cccc(Cl)c2)CC1	0%
Cc1cccn2c(CNC3CCCc4ccccc43)c(C(=O)N3CCOCC3)nc12 (configuration not stated)	-9%[57.5 µM]
COc1cc(CCC(=O)OCC(=O)NCC2CCCCC2)cc(OC)c1OC	-8%
Cc1cccc(C)c1Nc1c(-c2ccc(N3CCOCC3)cc2)nc2ncccn12	?
CN(CCc1cnn(C)c1)Cc1cn[nH]c1-c1ccc(-c2ccccc2)cc1	-4%
CCSc1nc2c(c(=O)[nH]1)C(c1cccnc1)C(C(=O)OC(C)C)=C(C)N2 (configuration not stated)	6%
NC(=O)N/N=C/c1c(F)c(F)c(F)c(F)c1F	-13%
COc1ccc(/C=N/NC(=O)c2cc(C3CC3)[nH]n2)cc1OC	-8%[57.5 µM]
Cc1nn(C)c(C)c1NC(=O)Nc1ccc(Cl)c(Cl)c1	-7%
COC(=O)c1c(NC(C)=O)sc(C)c1C	-1%
Cc1n[nH]c(C)c1CCC(=O)N/N=C/c1cccs1	-4%[57.5 µM]
C/C(CC(=O)Nc1ccccn1)=N\NC(=O)c1ccc(C)cc1	5%
CCOc1cc(N2CCOCC2)c(OCC)cc1NC(=O)CN1C(=O)C2CC=CCC2C1=O (configuration not stated)	0%
CC(C)OC(=O)c1ccc(N)cc1	-7%
COC(=O)C1=C(NC(=O)c2ccccc2C)CCS1	3%
COC(=O)c1cnn(-c2ccc(Cl)cc2)c1/C=N/NC(N)=S	-5%[57.5 µM]
Cc1cc(C)c(C)c(S(=O)(=O)NCc2ccc(C(=O)N3CCCCC3)cc2)c1C	0%
O=C(Nc1ccc2c(c1)OCCO2)c1oc2ccccc2c1NC(=O)C1CC1	13%
Cc1cnc(C(=O)NC(C)CCc2ccccc2)cn1 (configuration not stated)	-7%
COc1ccc(NS(=O)(=O)c2ccc(N)cc2)nn1	-1%[57.5 µM]
CCC(=O)N(C)CCc1cc2c(c(OC)c1/C=N/NC(=O)c1ccncc1)OCO2	4%[57.5 µM]
CCCCC(=O)N/N=C(C)/C=C/c1ccccc1F	0%
CCn1c(SCC(=O)N2CCN(C(=O)c3ccco3)CC2)nnc1C(C)C	-18%
CCc1nc(N2CCN(S(C)(=O)=O)CC2)c2c3c(sc2n1)CCCC3	1%
COc1cc(/C=C2\SC(=O)N(c3cccc(Cl)c3)C2=O)cc([N+](=O)[O-])c1O	0%
CCOC(=O)c1cc(-c2csc(COc3ccccc3)n2)on1	-10%[57.5 µM]
Cc1cccc(NC(=O)c2cc(Cl)nc3ccccc23)n1	0%[57.5 µM]
C[C@@]1(C(NC(=O)c2ccc(-c3ccccc3)cc2)c2ccc(Cl)cc2)C[C@H]1C1CCCCC1 (some centres not stated)	-1%
CCOC(=O)c1cc(-c2ccc(OC)cc2)n(CCC(=O)NCCN2CCC(C)CC2)c1C	-3%
Cc1nn(Cc2cccc(F)c2)c(C)c1NC(=O)c1c(Cl)cnn1C	2%
COc1cc(/C=C/C(=O)O)cc(S(=O)(=O)Nc2cc(Cl)c(Cl)cc2Cl)c1OC	12%[57.5 µM]
CC1CCCC(NC(=O)C2CCC(CNc3c(N4CCCC4)c(=O)c3=O)CC2)C1C (configuration not stated)	-5%[57.5 µM]
Cc1cccc(C(=O)NNC(=O)CCC(=O)Nc2cccc(Cl)c2C)c1	4%
CCOC(=O)C1(Cc2cccc(Cl)c2)CCCN(C(=O)c2ccc(C)nc2)C1 (configuration not stated)	-15%[57.5 µM]
COCc1ccc(CN2CCCC(CO)(Cc3cccc(OC)c3)C2)o1 (configuration not stated)	-23%[57.5 µM]
O=C(COC(=O)c1ccc[nH]c1=O)NCC1CCCO1 (configuration not stated)	-1%
COCc1cc(C)nc(SCC(=O)Nc2cccc(C)c2)c1C#N	8%
Nc1nnc(SCC(=O)OCC(=O)c2ccccc2)s1	-1%
O=C1CCCC2=C1C(c1ccccc1)C1C(=O)c3ccccc3C1=N2 (configuration not stated)	12%
CC1CN(c2nnc(NC(=O)c3ccccc3)s2)CC(C)O1 (configuration not stated)	-6%
Next structures follow:
SMILES	ERK EGF inh
COc1ccc(N2CC(C(=O)Nc3nnc(SCC(=O)NC(C)(C)C)s3)CC2=O)cc1 (configuration not stated)	-3%
CCCCOc1nc2c(c(=O)n(C)c(=O)n2C)n1C	4%[57.5 µM]
Cc1nn(C)cc1CNC(=O)/C=C/c1cnn(C)c1	7%
CC(=O)c1nnn(-c2c(F)cccc2F)c1C	6%[57.5 µM]
OCCCCc1nccc2c1[nH]c1ccccc12	-9%[57.5 µM]
COC(=O)c1cc(=O)c(O)c2c(O)c(O)ccc2c1	8%
Clc1cccc(Cl)c1-c1nnc2cccc(Cl)n12	-11%
C#CCNC(=O)C1=C[C@@H](C2CC2)C[C@@H](OCCCCO)O1	5%[57.5 µM]
Cn1cnc2c(=O)[nH]cc([N+](=O)[O-])c21	2%
CCCCSc1nc2[nH]ncc2c(=O)[nH]1	5%
Cc1cc(C)cc(NC(=S)/C(=C(\[O-])c2ccc(Cl)s2)[n+]2cccc(C)c2)c1	2%
NS(=O)(=O)c1ccc(NC(=O)COC(=O)c2cnccn2)cc1	7%
S=C(Nc1ccc(N2CCOCC2)cc1)Nc1ccc2snnc2c1	3%
COc1ccc(NC(=O)Cc2coc3cc(C)ccc23)cn1	-15%[57.5 µM]
Cc1cccc(NCCC(=O)c2ccc([N+](=O)[O-])cc2)c1C	?
O=C(CCCc1nc2ccccc2s1)NCc1ccc(F)cc1	1%
CCC(CC)C(=O)NCCCN1CCOCC1	8%
S=C(NCCc1ccccc1)NCC(c1ccco1)N1CCCCC1 (configuration not stated)	-5%
COc1ccc(OC)c2sc(Cl)nc12	1%
O=C(c1ccncc1)c1ccc([N+](=O)[O-])cc1	2%
CC1CCC(C(C)C)C(OC(=O)Cn2nnc3c(cnn3-c3ccccc3)c2=O)C1 (configuration not stated)	-3%[57.5 µM]
CCC(C)[C@H](NC(=O)NCc1ccc(S(N)(=O)=O)cc1)C(=O)O (some centres not stated)	-6%[57.5 µM]
CCSc1nnc(NC(=O)C2CCCCC2C(=O)O)s1 (configuration not stated)	7%
Cc1c(O)c2ccccc2oc1=O	4%[57.5 µM]
COc1cc(OC)cc(C(=O)N[C@H](C(=O)Nc2nc(-c3cc(OC)ccc3OC)cs2)C(C)C)c1	-3%
O=C(Nc1nc2ccc(F)cc2s1)c1ccccn1	6%
CN(C)S(=O)(=O)c1ccc(N2CCCC2)c(C(=O)Nc2nc(-c3ccc(F)c(F)c3)cs2)c1	3%
COc1ccc(CN2CCN(Cc3ccc(C)cc3)C(CCO)C2)cc1OC (configuration not stated)	-10%[57.5 µM]
O=C(CN1CCCC1)N1CCN(c2ccccc2)CC1	6%
CCN(CC)C(=O)CSc1nnc(CNc2ccc(F)cc2)n1-c1ccccc1	-3%
CCC(=O)NC(=S)Nc1ccccc1C(=O)OC	-1%
O=C1[C@H]2[C@H](ON3CCCC[C@H]23)C(=O)N1c1ccc(Cl)cc1	-1%
COc1ccc(Oc2cnc3ccccc3n2)cc1	4%
COc1ccc(N=C/C=C2/C=C(c3ccccc3)OC(C)(C)O2)cc1	1%
CCN1CCN(C(CNS(=O)(=O)c2cccs2)c2cccnc2)CC1 (configuration not stated)	-1%[57.5 µM]
Cc1nnc(N/N=C/c2cc(C)n(-c3ccc(F)cc3)c2C)n1N	-3%
CCOC(=O)c1[nH]ncc1CN1CCCC(C(=O)c2ccc(OC)c(OC)c2)C1 (configuration not stated)	6%
CNC(=O)C12N=CNN=C1N(C)C(=O)N2C (configuration not stated)	-1%
Cc1nc(NC(=O)c2ccc(-c3cc4ccccc4oc3=O)cc2)ccc1Br	6%
CCOC(=O)Cc1cc(=O)[nH]c(=O)[nH]1	6%

A section of the results above, as a working copy:
SMILES	ERK EGF inh
COc1ccc(C2=NN(c3nc(C)cc(C)n3)C(=O)C2)cc1	-1%
CN(C)S(=O)(=O)N1CCCC(C(=O)c2ccc(-c3ccccc3)c(F)c2)C1 (configuration not stated)	5%
CCN(CC)C(=O)CSc1nnc2nnc3cc(C)ccc3n12	-2%[57.5 µM]
Oc1ccc(/C=N/NC(=S)N/N=C/c2ccc(O)cc2)cc1	28%
CCN(NC(=O)C(O)(c1ccccc1)c1ccccc1)C(=O)c1ccccc1	-9%
CCCCNC(=O)c1cc(C)nc2ccccc12	12%[57.5 µM]
O=C(c1ccoc1)N1CCC(CO)(CCc2ccccc2)CC1	-19%[57.5 µM]
Clc1cccc(-c2cc3nc4c(c(N5CCN(c6cnccn6)CC5)n3n2)CCCC4)c1	7%
Cc1cc(NC(=O)CSc2nc3cc(C(=O)NCCCOC(C)C)ccc3c(=O)n2Cc2ccco2)no1	5%
CC(C)(C)C(=O)COC(=O)CCc1nc2ccccc2[nH]c1=O	-3%
Nc1cc(N2CCOCC2)c(Cl)cc1[N+](=O)[O-]	5%
Cc1cc(C)c(C(=O)COC(=O)c2cccnc2Cl)c(C)c1	-11%
COc1ccc([N+](=O)[O-])c2c1CCN2C(=O)CC[C@H](N)C(=O)O	5%
O=C(Cn1cnc2c(cnn2-c2ccc(Cl)cc2)c1=O)N1CCN(c2ccccc2)CC1	-4%
CC(C)(C)CC(C)(C)c1ccc(O)c(Cc2ccc(Cl)cc2Cl)c1	?
CCOc1ccc(-n2nnc3c(=O)n(CC(=O)N4CCCc5ccccc54)cnc32)cc1	-2%
Cc1cccc(NC(=O)c2c(-c3ccccc3)noc2C)n1	0%

(cont.)
SMILES	ERK EGF inh
CCOC(=O)C1C(c2cc(OC)c(O)c(OC)c2)NC(=S)NC1(O)C(F)(F)F (configuration not stated)	-7%
NS(=O)(=O)c1cc2c(cc1Cl)NC(CSCc1ccccc1)=NS2(=O)=O	20%
Cc1c(NC(=O)CSc2n[nH]c(=O)n2-c2ccccc2)c(=O)n(-c2ccccc2)n1C	0%[57.5 µM]
CC(=O)CCC(=O)N1CCCC(CNC(=O)c2ccc(-c3ccccc3)cc2)C1 (configuration not stated)	-16%
O=C(O)CCN1C(=O)C2C3CC(C2C1=O)C1C(c2ccccc2)c2sc(=O)[nH]c2SC31 (configuration not stated)	8%
CCCCn1c(CN2CCN(c3ccc(F)cc3)CC2)nc2c1c(=O)n(C)c(=O)n2C	0%
CC(C)OC(=O)C1C(=O)CC(C)(O)C(C(=O)OC(C)C)C1c1cccc([N+](=O)[O-])c1 (configuration not stated)	0%
CCN(C(=O)c1cc2c(=O)[nH]c3ccc(C)cc3c2s1)c1ccccc1F	8%[57.5 µM]
CCCCCC(=O)N1CC2(CC)CN(C(=O)CCCCC)CC(CC)(C1)C2=O	2%[57.5 µM]
Cc1c(NC(=O)NC2CCCCC2)cccc1[N+](=O)[O-]	-5%
COc1ccc(NC(=O)C2=NNC(=O)CC2)cc1S(=O)(=O)N1CCCCC1	11%[57.5 µM]
O=C(O)CCCN=Cc1c(O)c2ccccc2oc1=O	2%
COc1ccc(/C=C2\Sc3ccc(C(=O)N4CCc5ccccc5C4)cc3N(C)C2=O)cc1	-2%
COc1ccc(/C=N/NC(=O)c2cccnc2)cc1CN1CCN(c2ccc(F)cc2)CC1	-11%
COc1ccccc1N/N=C/c1ccc2c(c1)OCO2	-8%
O=C1CCCc2oc3c(cc(NS(=O)(=O)c4ccc5c6c(cccc46)C(=O)N5)c4ccccc43)c21	-14%[57.5 µM]
NC(=O)[C@H]1CC2(CC(c3cccc(NC(=O)COc4ccc(Cl)cc4)c3)=NO2)CN1C(=O)Cc1ccc([N+](=O)[O-])cc1 (some centres not stated)	7%[57.5 µM]
CCOc1ccccc1NC(=O)Nc1cccc(S(N)(=O)=O)c1	-7%[57.5 µM]
COc1ccc(/C=C/c2nnc(NC(=O)COc3cccc(C)c3)s2)cc1	-2%
CC1CCCCN1S(=O)(=O)c1ccc(S(=O)(=O)N(CC(=O)Nc2ccccc2)Cc2cccs2)cc1 (configuration not stated)	-1%
Nc1c(C(=O)Nc2ccccc2)c2nc3ccccc3nc2n1CCCN1CCOCC1	?
COc1cccc2c1c(NC(=O)c1cc(C)on1)nn2C	6%[57.5 µM]

This is a subset; count on the stated rates, not on these rows.
